UGM FP inh = M. tuberculosis UGM enzyme inhibitors, primary screen, biochemical, fluorescence polarization, single point. 0.06% of 320,000 active. UDP-galactopyranose mutase (Mycobacterium tuberculosis (strain ATCC 25618 / H37Rv)), …. purified UGM, fluorescence polarization probe displacement. inhibition, % at 10 µM. AID 504406, 2011; in the data active = inhibition above about 10%, passing the limit was not always enough; inconclusive = no clear call, values can overlap the other calls
Target sequence (P9WIQ1 whole entry, looked up): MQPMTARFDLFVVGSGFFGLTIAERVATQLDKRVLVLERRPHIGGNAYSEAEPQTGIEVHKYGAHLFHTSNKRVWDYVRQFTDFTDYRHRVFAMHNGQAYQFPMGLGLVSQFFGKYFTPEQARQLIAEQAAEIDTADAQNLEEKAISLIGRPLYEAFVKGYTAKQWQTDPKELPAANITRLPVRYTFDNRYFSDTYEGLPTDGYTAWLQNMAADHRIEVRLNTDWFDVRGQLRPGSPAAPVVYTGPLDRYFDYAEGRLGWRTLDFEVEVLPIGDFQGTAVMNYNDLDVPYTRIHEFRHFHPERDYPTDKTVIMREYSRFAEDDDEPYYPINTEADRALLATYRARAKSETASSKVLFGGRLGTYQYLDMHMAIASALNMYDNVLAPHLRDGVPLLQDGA
BoNT A protease = BoNT/A light chain protease inhibitors, primary screen, biochemical, flow cytometry, MLPCN library. Botulinum neurotoxin type A light chain protease (Clostridium botulinum A str. ATCC 3502). multiplex microsphere protease substrate cleavage. inhibition, % at 10 µM. 0.17% of 360,000 active; in the data active = inhibition above about 30%; inconclusive = no clear call, values can overlap the other calls; note: plate controls were buffer without enzyme for full effect and enzyme alone for no effect
GDH-TPI counter = GDH-TPI coupling enzyme inhibitors, primary screen, artefact control for M. tuberculosis FBA inhibitor project, biochemical, absorbance, full deck; 1.2% of 360,000 active; inhibition, % at 4.8 µM; AID 588335, 2011; GDH-TPI coupled enzyme counterscreen, NADH absorbance;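 note: 0% = DMSO wells and 100% = wells lacking the enzyme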
BoNT-F LC inh = BoNT/F light chain protease inhibitors, primary screen, biochemical, flow cytometry, MLPCN library; AID 588497, 2011; Multiplex microsphere protease cleavage assay; inhibition, % at 10 µM; 0.22% of 360,000 active; Botulinum neurotoxin type F light chain protease (Clostridium botulinum); in the data active = inhibition above about 35%, passing the limit was not always enough; inconclusive = no clear call, values can overlap the other calls; note: plate controls were buffer without enzyme for full effect and enzyme alone for no effect
Mtb BioA inh = M. tuberculosis BioA enzyme inhibitors, primary screen, biochemical, plate reader, single point, HTS | purified M. tuberculosis BioA enzyme | inhibition, % at 9.99 µM | 0.096% of 360,000 active | AID 602481, 2012; in the data active = inhibition above about 40%; inconclusive = no clear call, values can overlap the other calls
Mtb FBA inh = Mtb FBA enzyme inhibitors, primary screen, biochemical, fluorescence, strain H37Rv | AID 588726, 2011 | purified M. tuberculosis FBA, fluorescence read-out | Fructose-bisphosphate aldolase (Mycobacterium tuberculosis (strain ATCC 25618 / H37Rv)), … | inhibition, % at 1 µM | 2.3% of 360,000 active; in the data active = inhibition above about 27%;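 note: 0% = vehicle and 100% = reference inhibitor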
Target sequence (P9WQA3 whole entry, looked up): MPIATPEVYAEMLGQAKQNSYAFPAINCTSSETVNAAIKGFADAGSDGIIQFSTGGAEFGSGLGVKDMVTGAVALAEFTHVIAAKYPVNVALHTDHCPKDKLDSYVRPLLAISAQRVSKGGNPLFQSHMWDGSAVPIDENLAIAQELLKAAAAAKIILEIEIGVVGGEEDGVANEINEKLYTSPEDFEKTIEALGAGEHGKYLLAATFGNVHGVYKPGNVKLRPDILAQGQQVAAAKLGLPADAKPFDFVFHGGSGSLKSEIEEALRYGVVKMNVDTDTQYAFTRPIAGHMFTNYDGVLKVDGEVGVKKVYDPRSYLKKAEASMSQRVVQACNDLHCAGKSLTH
PrPC surface inh = inhibitors of human cell surface prion protein PrPC, primary screen, cell-based, TR-FRET; Major prion protein (Homo sapiens), P04156; TR-FRET read-out; inhibition, % at 13.8 µM; 0.43% of 370,000 active; AID 720596, 2013; in the data active = inhibition above about 24%; note: 0% = median of the test wells and 100% = reference compound wells
FadD28 FP inh = inhibitors of FadD28 bisubstrate probe binding, primary screen, biochemical, fluorescence polarization, single point. 0.22% of 360,000 active. Mycobacterium tuberculosis FadD28 fatty-acid-AMP ligase. inhibition, % at 12.5 µM. AID 588549, 2011; in the data active = inhibition above about 8.5%, passing the limit was not always enough; inconclusive = no clear call, values can overlap the other calls
CCHF vOTU inh = CCHFV vOTU protease inhibitors, primary screen, biochemical, Pep-AMC substrate, fluorescence; AID 651958, 2012; 0.55% of 370,000 active; inhibition, % at 11.5 µM; Crimean-Congo hemorrhagic fever virus L polyprotein viral ovarian tumor (vOTU) protease …; note: 0% = vehicle wells with enzyme and 100% = no enzyme wells
* hit, by the source's call; ? = inconclusive; / = no result given. Cut-off read from the data, not from the text of the source, unless noted: active = inhibition above about 30%; inactive = the rest.

SMILES | UGM FP inh | BoNT A protease | GDH-TPI counter | BoNT-F LC inh | Mtb BioA inh | Mtb FBA inh | PrPC surface inh | FadD28 FP inh | CCHF vOTU inh
O=C(O)c1cc(NC(=S)NC(=O)C(c2ccccc2)c2ccccc2)ccc1Cl | 2.2 | -0.9 | -8 | -5 | / | 0 | 6 | -9.0 | 23
CCN(CC)S(=O)(=O)c1cccc(-c2nnc(C(=O)c3ccc(C(F)(F)F)cc3)o2)c1 | 1.5 | 1.6 | 12 | 19 | -1.2 | -2 | 3 | -0.1 | 4
O=S(=O)(NCC1CN(S(=O)(=O)c2c(F)cccc2F)C1)c1ccc2c(c1)OCCO2 | 3.1 | -0.3 | -7 | 2 | 3.1 | -1 | 11 | -2.2 | -2
COc1ccc(COC(=O)N/N=C/c2cccs2)cc1 | -0.7 | 2.8 | 13 | 4 | -2.2 | -4 | 11 | -4.5 | -13
Cc1c(NC(=O)c2cccc(NC(=O)COc3ccccc3C#N)c2)c(=O)n(-c2ccccc2)n1C | / | / | 2 | / | / | 3 | -5 | -0.5 | -5
O=C(Cn1cnc2ccccc2c1=O)NCc1cccs1 | -1.0 | -0.6 | 5 | 4 | 0.0 | 9 | 10 | 0.5 | 8
CN(C)Cc1c(C(=O)N/N=C/C2CC=CCC2)nnn1-c1nonc1N (configuration not stated) | 3.7 | -0.4 | 7 | 4 | 4.6 | 1 | 6 | -2.1 | -10
COn1c(C)c(C(C)=O)c2c3no[n+]([O-])c3ccc21 | 1.1 | -0.8 | 4 | 2 | 0.4 | 2 | 1 | 0.0 | -2
COc1ccc(-c2nnc(SCC(=O)Nc3sc4c(c3C#N)CCC4)n2CC2CCCO2)cc1 (configuration not stated) | / | -0.1 | 13 | -8 | -0.3 | -1 | 1 | -0.1 | 8
CCCCC#Cc1cncc(C(=O)N/N=C/c2ccccc2)c1 | -3.3 | ? | 8 | ? | / | 4 | -3 | -2.4 | -3
CC(c1ccncc1)C(C)c1ccncc1 (configuration not stated) | 1.7 | 0.3 | 3 | -4 | -1.5 | 1 | 1 | 0.6 | -5
COc1ccc(CC(=O)N(C)Cc2cccc(F)c2)cc1S(=O)(=O)N1CCOCC1 | -1.9 | / | -2 | / | 1.6 | -2 | 3 | -4.6 | 9
CC(NC(=O)COC(=O)c1ccccc1Nc1ccccc1)c1ccccc1 (configuration not stated) | 0.0 | 0.2 | 0 | 3 | 0.1 | 2 | -4 | -5.5 | -8
COc1ccc(Br)cc1CNC(=O)CCN1C(=O)COc2ccccc21 | 1.5 | -0.3 | 1 | -4 | -2.5 | -2 | -10 | -2.8 | -11
Cc1cccc(C)c1NC(=O)C1C2C=CC(C2)C1C(=O)NCc1ccccn1 (configuration not stated) | -1.3 | -1.1 | 10 | -2 | / | 2 | -5 | 1.1 | -15
CS(=O)(=O)N(CC(=O)NC1CCCC1)Cc1ccc(Cl)cc1 | / | -2.7 | 4 | 0 | -2.0 | -1 | 8 | 0.0 | 2
CC(C)NS(=O)(=O)c1ccc(OCC(N)=O)c(Cl)c1 | -0.8 | -0.1 | -4 | -10 | 0.5 | 2 | -1 | -3.6 | 8
Cc1cc(C(=O)OCC(=O)N(C)c2c(N)n(Cc3ccccc3)c(=O)[nH]c2=O)c(C)n1-c1ccccc1 | -1.8 | -170 | -5 | -268 | -0.1 | 1 | 11 | 0.7 | 2
Cc1cc(C)n(CCCNC(=O)CCNS(=O)(=O)c2ccccc2C(F)(F)F)n1 | -1.9 | 3.7 | 5 | 0 | -0.3 | -1 | -3 | 0.4 | 6
S=C(Nc1ccc(Oc2ccccc2)cc1)NC1CCCC1 | 1.3 | 0.0 | 4 | -1 | / | -2 | 5 | -3.0 | -4
COc1cc(-c2nnc(CSc3nnc(Nc4ccc(Oc5ccccc5)cc4)s3)o2)cc(OC)c1OC | -2.0 | 1.7 | 2 | -1 | / | 0 | 0 | -2.7 | 12
CN(C)C(=O)CSc1nc2ccc(N3C(=O)c4ccccc4C3=O)cc2s1 | -1.4 | -0.9 | 0 | 4 | / | -1 | -3 | -0.3 | 0
COC(=O)C1=C(C)N=C2SC(C)C(=O)N2C1/C=C/c1ccccc1 (configuration not stated) | 1.8 | -2.8 | 9 | -35 | -0.6 | -1 | 4 | -0.6 | 0
CCNC(=O)COC(=O)c1cc(S(=O)(=O)N2CCCCC2)ccc1C | 0.9 | -0.1 | 9 | 3 | 0.2 | 4 | -1 | -1.3 | -12
O=C(Nc1ccc(S(=O)(=O)N2CCCCC2c2cccnc2)cc1)c1c(F)cccc1F (configuration not stated) | -1.1 | 0.1 | 1 | 2 | / | 5 | 4 | -3.5 | 7
COc1ccc(-c2ccc(OC)c([C@H]3[C@H]4C=CC[C@@H](C)[C@@H]4C(=O)N3Cc3ccccc3)c2)cc1 | -3.4 | -0.5 | 3 | -7 | -0.7 | -1 | 3 | -1.8 | -7
CCOc1ccc(C(=O)N[C@H](C(=O)NNC(=O)c2cccs2)C(C)C)cc1 | -2.1 | -0.3 | -1 | -6 | 0.7 | -2 | 7 | -2.5 | -1
CCn1c(SC(C)C(=O)Nc2nccs2)nnc1-c1ccncc1 (configuration not stated) | 2.2 | -4.0 | 4 | -1 | 2.1 | 0 | 5 | -0.7 | 6
CC(=O)NC(CC(=O)OCC(=O)N1CCN(S(=O)(=O)c2ccc(C)cc2C)CC1)c1ccccc1 (configuration not stated) | 2.5 | 0.0 | 0 | -5 | 0.6 | 2 | 5 | -1.9 | 13
CCCc1cc(=O)n2[nH]cnc2n1 | 1.1 | 4.2 | 8 | 5 | -0.1 | 0 | 4 | -0.5 | 20
Nc1ccccc1C(=O)NNC1=C(C(=O)C(F)(F)F)CCC1 | -1.0 | / | 27 | / | -0.7 | 15 | 2 | -1.5 | -14
COc1ccc(S(=O)(=O)NC2CC2)cc1Br | -3.6 | 2.0 | 7 | 4 | -1.0 | 1 | -5 | -1.6 | -18
COc1ccc(CCC(=O)NC(C)C)cc1 | -2.1 | 0.7 | -2 | 4 | -2.2 | -5 | 4 | -2.0 | 2
COCCn1c(SCC(=O)Nc2cccc(F)c2)nc2c(c1=O)SCC2 | 1.0 | -0.8 | 6 | -2 | 15 | 3 | -4 | -0.1 | 3
COc1ccc(NC(=O)Cn2cnc3sc(C)c(S(=O)(=O)N4CCOCC4)c3c2=O)c(OC)c1 | 0.4 | -0.3 | 2 | -3 | 0.2 | -2 | 5 | -0.3 | 6
O=C(CSc1nc(COc2ccccc2)nc2ccccc12)NC1CCCC1 | 0.5 | 0.8 | 5 | -8 | / | 3 | 6 | -0.6 | 6
COc1ccc(S(=O)(=O)N2CCOCC2)cc1NC(=O)C1COc2ccccc2O1 (configuration not stated) | 0.0 | 4.4 | 2 | 6 | 2.0 | 5 | -2 | -2.6 | -5
COc1cc(C(=O)NCc2nnc(SCC(=O)N3CCOCC3)o2)cc(OC)c1OC | 2.7 | -0.6 | 2 | 1 | / | 6 | -2 | 0.6 | -14
CN(C)C(=O)CSc1nnc(Cc2ccc3c(c2)OCO3)o1 | -3.0 | 0.4 | 0 | -4 | / | -2 | -6 | 0.7 | -4
O=[N+]([O-])c1ccc(Cl)c(-c2ccc(/C=N/n3cnnc3)o2)c1 | -1.7 | -2.6 | 53* | -15 | -1.3 | 1 | -8 | 0.3 | 3
O=C(NCCO)C(=O)NCC1OCCCN1S(=O)(=O)c1cc(F)ccc1F (configuration not stated) | -0.9 | -2.2 | -4 | -5 | -0.1 | -3 | -7 | -1.7 | -3
CCN1CCN(C(=O)C(C)Nc2ccc(OC)cc2OC)CC1 (configuration not stated) | 0.7 | 1.3 | 2 | -60 | 1.5 | 0 | -2 | 1.9 | 1
NC(=O)C1(Nc2ccc([N+](=O)[O-])cc2)CCCC1 | / | 1.4 | 16 | 3 | 1.2 | -6 | -9 | -3.7 | 12
O=C(Nc1n[nH]c(=S)s1)c1ccc2ccccc2c1 | 1.7 | / | 10 | / | 0.0 | 2 | -10 | -1.6 | 22
COc1ccc(/C(C)=N/Nc2nc3ccccc3nc2C)cc1OC | 1.6 | ? | 12 | ? | / | 2 | 2 | -0.9 | -12
COC(=O)c1scc(C)c1-n1ccc(C(=O)C(=O)N(C)C)c1 | 0.1 | 0.8 | 1 | -1 | 9.3 | 2 | 7 | -0.1 | 6
O=C(COc1ccc(F)cc1)NCCNC(=O)COc1ccc(F)cc1 | -1.8 | -0.1 | 1 | -3 | 1.6 | -1 | -2 | -1.7 | -2
CCOCCCn1c(=S)[nH]c2cc(C(=O)N3CCN(C)CC3)ccc2c1=O | 1.5 | -1.1 | 13 | -2 | 0.2 | 0 | -5 | -5.1 | -3
O=C(NCc1nnc(SCc2ccccc2)n1-c1ccc(F)cc1)C12CC3CC(CC(C3)C1)C2 | 2.3 | 0.2 | -6 | 3 | 0.3 | -8 | -7 | -1.7 | -4
COC(=O)c1ccc(CNC(=O)c2cc3ccccc3oc2=O)cc1 | -1.3 | -0.3 | -1 | -5 | / | 0 | 7 | 0.0 | 10
COc1ccc(C(=O)N(Cc2ccccc2)c2ccc(C)cc2)cc1S(=O)(=O)N1CCOCC1 | 2.7 | -0.5 | 3 | -3 | -4.3 | 8 | 3 | -0.8 | 0
O=C1CC(SC(=NCc2ccc3c(c2)OCO3)Nc2ccccc2)C(=O)N1c1ccccc1 (configuration not stated) | 0.0 | 0.1 | 12 | 0 | -2.7 | 1 | 5 | -0.2 | -1

8 entries from above, sorted by length of the SMILES, descending.
SMILES | UGM FP inh | BoNT A protease | GDH-TPI counter | BoNT-F LC inh | Mtb BioA inh | Mtb FBA inh | PrPC surface inh | FadD28 FP inh | CCHF vOTU inh
CC(=O)NC(CC(=O)OCC(=O)N1CCN(S(=O)(=O)c2ccc(C)cc2C)CC1)c1ccccc1 (configuration not stated) | 2.5 | 0.0 | 0 | -5 | 0.6 | 2 | 5 | -1.9 | 13
Cc1c(NC(=O)c2cccc(NC(=O)COc3ccccc3C#N)c2)c(=O)n(-c2ccccc2)n1C | / | / | 2 | / | / | 3 | -5 | -0.5 | -5
COc1ccc(C(=O)N(Cc2ccccc2)c2ccc(C)cc2)cc1S(=O)(=O)N1CCOCC1 | 2.7 | -0.5 | 3 | -3 | -4.3 | 8 | 3 | -0.8 | 0
COc1cc(C(=O)NCc2nnc(SCC(=O)N3CCOCC3)o2)cc(OC)c1OC | 2.7 | -0.6 | 2 | 1 | / | 6 | -2 | 0.6 | -14
O=C(CSc1nc(COc2ccccc2)nc2ccccc12)NC1CCCC1 | 0.5 | 0.8 | 5 | -8 | / | 3 | 6 | -0.6 | 6
CN(C)C(=O)CSc1nnc(Cc2ccc3c(c2)OCO3)o1 | -3.0 | 0.4 | 0 | -4 | / | -2 | -6 | 0.7 | -4
O=C(Cn1cnc2ccccc2c1=O)NCc1cccs1 | -1.0 | -0.6 | 5 | 4 | 0.0 | 9 | 10 | 0.5 | 8
COc1ccc(S(=O)(=O)NC2CC2)cc1Br | -3.6 | 2.0 | 7 | 4 | -1.0 | 1 | -5 | -1.6 | -18
